Cycloheximide cs: affects cycloheximide protein synthesis inhibition readout, counter-screen | cell reporter, cycloheximide protein synthesis inhibition counterscreen | max response, % | hit rate 12% among 300,000 | AID 2314; in the data active = max response mostly above about 13%, no sharp cut-off; inactive = mostly below about 14%; note: read at 38.3 µM for the half of the compounds with a filed dose; 0% is about no effect
Giardia FBPA inh: inhibitors of Giardia lamblia fructose-1,6-bisphosphate aldolase | A8B2U2 | purified Giardia FBPA | Potency, µM (top dose mostly 59.6 µM), for the others: at the highest dose activity, negative = inhibition, most hits filed as inhibitors | hit rate 0.71% among 290,000 | AID 2451; note: potency is the fitted concentration of half-maximal effect; % is set by controls: 0 for no effect and ±100 for the full control effect; nearly all actives have a fitted effect of over 55% in size
Target sequence (A8B2U2 whole entry, looked up): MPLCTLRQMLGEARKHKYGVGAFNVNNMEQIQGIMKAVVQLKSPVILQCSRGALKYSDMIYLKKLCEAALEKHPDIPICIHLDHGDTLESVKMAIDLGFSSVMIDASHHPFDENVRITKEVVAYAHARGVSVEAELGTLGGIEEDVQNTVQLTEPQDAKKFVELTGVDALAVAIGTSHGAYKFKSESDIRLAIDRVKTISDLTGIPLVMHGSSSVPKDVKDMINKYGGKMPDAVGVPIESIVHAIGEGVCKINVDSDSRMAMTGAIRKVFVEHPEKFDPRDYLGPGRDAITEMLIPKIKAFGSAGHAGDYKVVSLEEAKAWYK
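40 nM FBPA preincubated 10 min at RT with compound (up to 57.5 uM final), then substrate plus GAPDH/TPI/NAD/arsenate coupling and diaphorase/resazurin added. Fluorescence read after 20 min at RT, 525/598 nm.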
Shiga toxin inh: inhibitors of Shiga toxin in Vero cells; Vero cells, Shiga toxin protein synthesis inhibition reporter; inhibition, % at 38.7 µM; hit rate 9.2% among 290,000; in the data active = inhibition mostly above about 28%, no sharp cut-off; inactive = mostly below about 43%; note: 0% is about no effect
Pf growth 96h: P. falciparum growth inhibition at 96 hours; P. falciparum luciferase reporter growth, 96 h; Potency, µM (top dose mostly 28.7 µM), without a hit: at the top dose activity change, negative = inhibition, actives largely listed as inhibitors; hit rate 6.9% among 320,000; AID 504834; note: potency is the fitted concentration of half-maximal effect; % is set by controls: 0 for no effect and ±100 for the full control effect
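Delayed-death screen, second-generation endpoint: infected erythrocytes, 2% hematocrit, 0.05% parasitemia final; 96 hours at 37 C, 5% CO2; luciferase detection reagent; luminescence decrease equals reduced growth.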
Pf growth 48h: inhibits P. falciparum growth in the first generation, 48 h; P. falciparum luciferase growth in erythrocytes, 48 h; Potency, µM (top dose mostly 28.7 µM), for the others: at the highest dose activity change, negative = inhibition, actives largely listed as inhibitors; hit rate 5.9% among 310,000; AID 504832; note: potency is the fitted concentration of half-maximal effect; % is set by controls: 0 for no effect and ±100 for the full control effect
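Luciferase-expressing P. falciparum in infected erythrocytes (2% hematocrit, 0.1% parasitemia final) in RPMI 1640/0.5% Albumax were exposed to compound for 48 hours at 37 C, 5% CO2; growth read as luminescence.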
Sm TGR inh: blocks Schistosoma mansoni thioredoxin glutathione reductase | Q962Y6 | purified TGR, DTNB reduction, TNB absorbance 405 nm | Potency, µM (doses to about 114 µM), for the others: at the top dose activity change, negative = inhibition, hits mostly inhibitors | hit rate 3% among 360,000 | AID 485364; note: potency is the fitted concentration of half-maximal effect; % is set by controls: 0 for no effect and ±100 for the full control effect; nearly all actives have a fitted effect of over 60% in size
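Kinetic colorimetric format: TGR-catalysed, NADPH-driven DTNB reduction monitored via TNB absorbance. Enzyme dispensed at 20 nM; compound exposure 15 min at room temperature before reaction start.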
* hit, by the source's call; ? = inconclusive; / = no result given; & = joins results of further samples; [ ] = another dose, or the depositor's remark. Unless noted, calls come from the whole dose curve; as a rule, active = well fitted curve in the direction sought with a large enough effect; inconclusive = small, poorly fitted or top-dose-only effect, or another doubt; inactive = no such curve, though single readings can be large; an effect the other way counts as inactive or inconclusive.

SMILES | Cycloheximide cs | Giardia FBPA inh | Shiga toxin inh | Pf growth 96h | Pf growth 48h | Sm TGR inh
N#C/C(=N\O)c1nc2ccccc2[nH]1 | -2 | -14% | 19 | -1% | 7% | 2%
CCCCCCOc1ccc(/C=C/C(=O)N2CCOCC2)cc1OC | -3 | 7% | -5 | -5% | 14% | 4%
CCN(C(=O)COC(=O)c1cccc(S(=O)(=O)N2CCOCC2)c1)C1CCS(=O)(=O)C1 (configuration not stated) | / | / | / | 14% | -12% | 4%
Oc1ccc(Nc2ncnc3scc(-c4ccccc4)c23)cc1 | -2 | 1% | -10 | -14% | -24% | -19%
NC(=O)[C@@H]1CCCN1C(=O)C(Cc1cnc[nH]1)NC(=O)C1CCC(=O)N1 (some centres not stated) | -1 | -2% | 22 | / | / | /
C=CCn1cc(C(=O)NCc2ccco2)c(=O)c2cc(S(=O)(=O)N3CCCCCC3)ccc21 | -3 | -4% | -15 | ? | ? | -26%
O=C(CN(C(=O)CCC(=O)Nc1nccs1)c1ccccc1F)NCc1ccc2c(c1)OCO2 | -1 | 5% | 3 | 13% | 13% | -15%
O=C(Nc1ccc(SC(F)F)cc1)C1CC(=O)N(Cc2ccccc2)C1 (configuration not stated) | 15* | / | 26* | ? | ? | -3%
C=CCn1c(SCCC(=O)O)nc2c1c(=O)n(C)c(=O)n2C | -2 | 8% | -10 | / | 3% | 0%
NS(=O)(=O)c1ccc(CCNC(=O)C2CCN(c3ncnc4c3nc3n4CCCCC3)CC2)cc1 | -2 | -1% | -1 | -3% | 7% | -33%&-1%
CCOP(=O)(OCC)c1nc(-c2cccc3ccccc23)oc1N1CCOCC1 | -3 | 3% | -2 | ? | ? | -4%
Cc1ccc([C@@H]2CC=C(C(=O)O)CN2S(=O)(=O)c2ccc(C)cc2)cc1 | / | / | / | 57%[activator] | -13% | 2%
O=C(CSc1nnnn1C1CCCCC1)NCc1ccco1 | 1 | 0% | -6 | ? | 13% | 28µM*
O=C(CNC(=O)c1cccs1)N/N=C/c1cccc(Br)c1 | -4 | 1% | -5 | 39%[activator] | 5% | 4%
CCCSc1ccc([C@@H]2[C@H]3C(=O)N(CC)C(=O)[C@H]3[C@]3(C(=O)OC)CCCN23)cc1OC | / | / | / | ? | ? | -18%
CC1CN2C(c3ccc(Cl)cc3)=CSC2=N1 (configuration not stated) | 1 | ? | 9 | ? | 179%[activator] | 7%
Cc1ccc(-c2nc(=O)[nH]c3ccccc23)cc1 | 7 | -6% | 25 | 17% | -11% | -3%
COCCCn1c(SCC(=O)N2CCOCC2)nc2cc(Cl)ccc2c1=O | / | / | / | -4% | 10µM* | -7%
N#C/C(=C(/O)c1ccc2c(c1)OCO2)c1nc2cc(C(F)(F)F)ccc2s1 | -1 | -6% | / | ? | 17% | 0%
Cc1ccc(-n2c3c(c(=O)[nH]c2=O)C(NS(=O)(=O)c2ccc(Cl)cc2)(C(F)(F)F)C(=O)N3)cc1 (configuration not stated) | -3 | -20% | -5 | 13µM* | ? | 5%&-14%
Cc1cccc(-n2ncc3c(N(C)C4CCCCC4)ncnc32)c1 | 90* | -8% | 127* | 134%[activator] | 22% | 3%
CCOC(=O)CSc1nnc(CNC(=O)Cc2ccccc2)n1-c1ccccc1OC | -2 | 0% | 3 | 25% | ? | -7%
CCn1cnc2cc(NCc3ccccc3Cl)ccc21 | 36* | 6% | 67* | 1.5µM* | 0% | -7%
CC(C)c1nc(N2CCCC2)c(C#N)c2c1CCCC2 | -2 | 6% | 18 | / | ? | 12%
CC(NC(=O)COC(=O)CNC(=O)C1CCCCC1)c1ccccc1 (configuration not stated) | / | / | / | -5% | -7% | 0%

2 compounds drawn at random from those above, as already listed:
SMILES | Cycloheximide cs | Giardia FBPA inh | Shiga toxin inh | Pf growth 96h | Pf growth 48h | Sm TGR inh
Cc1ccc(-c2nc(=O)[nH]c3ccccc23)cc1 | 7 | -6% | 25 | 17% | -11% | -3%
CCOC(=O)CSc1nnc(CNC(=O)Cc2ccccc2)n1-c1ccccc1OC | -2 | 0% | 3 | 25% | ? | -7%

Further results:
SMILES | Cycloheximide cs | Giardia FBPA inh | Shiga toxin inh | Pf growth 96h | Pf growth 48h | Sm TGR inh
CC(=O)NS(=O)(=O)c1ccc(NC(=O)CN2C(=O)C3C4C=CC(C4)C3C2=O)cc1 (configuration not stated) | -1 | 4% | -8 | -25% | 7% | 4%
CCOc1cc(C2C(C#N)=C(N)OC3=C2C(=O)CC(C)(C)C3)cc([N+](=O)[O-])c1O (configuration not stated) | -7 | -20% | -10 | -26% | 18% | -18%
O=C(O)Cc1cc2c(s1)CCCCC2 | 0 | 3% | 27 | -6%[5.75 µM] | -6% | 1%
CC(NC(=O)c1ccc(S(=O)(=O)N(C)C)cc1)c1ccccc1 (configuration not stated) | 2 | 3% | 9 | -6% | 8% | 6%
N#Cc1cc(-c2ccccc2)nnc1Oc1ccccc1Cl | -3 | 7% | -29 | -25% | 0% | 4%
CCSC1=NC(C)(C)C=C(/C=C/c2ccc(Cl)cc2Cl)N1 | 3 | -12% | -11 | ? | / | 18µM*
COc1ccc(S(=O)(=O)NNc2nc(C)cc(C)n2)cc1Br | / | / | / | 10% | 2% | -7%
CCOc1ccc(CC(=O)NNC(=S)Nc2ccccc2)cc1Br | 1 | 20% | 18 | / | -11% | -6%
O=C(CCc1nc2ccccc2s1)N1CCN(c2ccccc2)CC1 | -3 | 4% | -7 | 14% | -11% | -4%
CCOC(=O)CN1C(=O)C(=O)c2cc(C)ccc21 | -2 | / | 21 | 125%[activator] | -13% | -16%
CCOC(=O)Nc1ccc(C(=O)Oc2ccccc2)c(O)c1 | 37* | -10% | 104* | 109%[activator] | 45%[activator] | 16%
COc1ccc(-c2nc3ccccc3c(=O)o2)cc1 | 13* | -20% | 48 | -16% | 32%[activator] | 6%
N#Cc1c2c(c(Nc3ccccc3)n3c1nc1ccccc13)CCC2 | -1 | -2% | 23 | ? | ? | -14%
Cc1cc(C(=O)COc2ccccc2C(N)=O)c(C)n1C | 5 | 1% | 28 | 0% | 54%[activator] | -1%
COc1cc(C(=O)NC(c2ccccc2)c2ccccc2)cc(OC)c1C | -4 | 7% | -2 | -1% | -21% | -8%
CCCCn1c(SCC(=O)NCc2ccccc2)nc2ccc(N3CCOCC3)cc2c1=O | -2 | ? | -1 | 29% | 12µM* | -10%
COc1ccc(CNC(=O)COC(=O)c2n[nH]c3ccccc23)cc1OC | 1 | -9% | -8 | ? | ? | -25%
Nc1nc(SCC(=O)NCc2ccco2)[nH]c(=O)c1-c1ccccc1 | -5 | -7% | -11 | / | 13% | -33%
Cc1ccc(C(=O)NCc2ccco2)cc1S(=O)(=O)N1CCCCC1 | 3 | -4% | -9 | 2.3µM* | ? | ?
C=CCN(c1ccccc1)S(=O)(=O)c1cccc(C(=O)N(CC)CC(=O)Nc2c(F)cccc2F)c1 | 1 | / | 8 | -16% | ? | 7%
Cc1cc(C)nc(NS(=O)(=O)c2ccc(N/C=C\C(=O)c3cccs3)cc2)n1 | 36* | 5% | 97* | ? | 3% | /
COc1ccc(CCCC(=O)Nc2ccc(F)cc2)cc1 | 9 | -9% | 5 | 19% | 3% | 1%
CCc1nc2ccccc2n1Cc1ccccc1OC | 1 | 9% | 18 | ? | ? | -6%
CCc1nc(N2CCN(C(=S)NCCCOC)CC2)c2c3c(sc2n1)CCCC3 | 0 | 5% | -9 | 4% | ? | 11%
O=S(=O)(CCN1CCSCC1)c1ccc(Cl)cc1 | -2 | 5% | -6 | 0% | -4% | -1%

A stretch taken from the entries so far, as a working copy:
SMILES | Cycloheximide cs | Giardia FBPA inh | Shiga toxin inh | Pf growth 96h | Pf growth 48h | Sm TGR inh
CCOC(=O)CN1C(=O)C(=O)c2cc(C)ccc21 | -2 | / | 21 | 125%[activator] | -13% | -16%
CCOC(=O)Nc1ccc(C(=O)Oc2ccccc2)c(O)c1 | 37* | -10% | 104* | 109%[activator] | 45%[activator] | 16%
COc1ccc(-c2nc3ccccc3c(=O)o2)cc1 | 13* | -20% | 48 | -16% | 32%[activator] | 6%
N#Cc1c2c(c(Nc3ccccc3)n3c1nc1ccccc13)CCC2 | -1 | -2% | 23 | ? | ? | -14%
Cc1cc(C(=O)COc2ccccc2C(N)=O)c(C)n1C | 5 | 1% | 28 | 0% | 54%[activator] | -1%
COc1cc(C(=O)NC(c2ccccc2)c2ccccc2)cc(OC)c1C | -4 | 7% | -2 | -1% | -21% | -8%
CCCCn1c(SCC(=O)NCc2ccccc2)nc2ccc(N3CCOCC3)cc2c1=O | -2 | ? | -1 | 29% | 12µM* | -10%
COc1ccc(CNC(=O)COC(=O)c2n[nH]c3ccccc23)cc1OC | 1 | -9% | -8 | ? | ? | -25%
Nc1nc(SCC(=O)NCc2ccco2)[nH]c(=O)c1-c1ccccc1 | -5 | -7% | -11 | / | 13% | -33%
Cc1ccc(C(=O)NCc2ccco2)cc1S(=O)(=O)N1CCCCC1 | 3 | -4% | -9 | 2.3µM* | ? | ?
C=CCN(c1ccccc1)S(=O)(=O)c1cccc(C(=O)N(CC)CC(=O)Nc2c(F)cccc2F)c1 | 1 | / | 8 | -16% | ? | 7%
Cc1cc(C)nc(NS(=O)(=O)c2ccc(N/C=C\C(=O)c3cccs3)cc2)n1 | 36* | 5% | 97* | ? | 3% | /
COc1ccc(CCCC(=O)Nc2ccc(F)cc2)cc1 | 9 | -9% | 5 | 19% | 3% | 1%
CCc1nc2ccccc2n1Cc1ccccc1OC | 1 | 9% | 18 | ? | ? | -6%

Remaining list, next part
SMILES | Cycloheximide cs | Giardia FBPA inh | Shiga toxin inh | Pf growth 96h | Pf growth 48h | Sm TGR inh
O=C(CCc1cn2ccccc2n1)NC1CCCc2c1cnn2-c1ccccc1F (configuration not stated) | 0 | / | -8 | 13µM* | -19% | -25%
O=C(NCc1cccs1)C1CCCN(S(=O)(=O)c2cnc[nH]2)C1 (configuration not stated) | -8 | 3% | -11 | 22% | / | -8%
O=C(Cn1ccc(NC(=O)OCc2ccccc2)nc1=O)NCc1ccccn1 | / | / | / | ? | 1% | 4%
COc1ccccc1C1CCN(Cc2ccc3ccccc3c2)CC1 | -4 | -4% | 1 | ? | / | -34%
Cc1ccc(-c2nnc(SC(C)C(=O)NCC3CCCO3)nc2-c2ccc(C)cc2)cc1 (configuration not stated) | / | / | / | 9.3µM* | 13µM* | 0%
CCOc1cc(-c2noc(CCC(=O)Nc3cccnc3)n2)ccc1OC | 6 | -5% | -5 | 6% | -24% | -10%
COC(=O)c1sccc1NC(=O)Nc1cccc(Cl)c1Cl | -2 | -2% | 26 | 77%[activator] | 1% | -1%
O=C(COc1ccccc1[N+](=O)[O-])NCCC1=CCCCC1 | 9 | -10% | 19 | 46%[activator] | 49%[activator] | 3%
CCNC(=O)C1=C(O)c2sccc2N(C)S1(=O)=O | -7 | -6% | -9 | -8% | -27% | -1%
CCN(CC(=O)Nc1cc(Cl)ccc1C)C(=O)C1CCCCC1 | -4 | -12% | 9 | -25% | -6% | -2%
COc1ccc(Cl)cc1NC(=O)N1CCN(S(C)(=O)=O)CC1 | -2 | 5% | -12 | 11% | 3% | 1%
Cc1c(Cl)cn2c(=O)cc(CN3CCN(c4ccccc4)CC3)nc2c1Cl | 7 | -13% | -2 | 30% | ? | -28%
CC(=O)C1=C(O)C(=O)N(C2CCCCC2)C1c1ccccc1 (configuration not stated) | -1 | 1% | 9 | 51%[activator] | 9% | -29%

Source: PubChem (National Center for Advancing Translational Sciences (NCATS))
